Runt-CBFb FRET = inhibitors of human RUNX1 Runt domain binding to CBFb. Q01196+Q13951. Cerulean-Runt/Venus-CBFb FRET ratio 530/480, 1 h. inhibition, % at 20 µM. 0.46% of 220,000 active;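 active means inhibition over about 50% at 20 µM in the single-dose screen, limit read from the data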;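 further: 0% = DMSO wells and 100% = excess unlabeled CBFb competitor control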
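Reagent – Venus-CBFb binding partner, 100 nM · Assay system – Cerulean-tagged RUNX1 Runt domain (FRET donor) fusion protein · Input – 100 nM per protein · Incubation – two 1 h room-temperature incubations shielded from light · Measured by – FRET fluorescence · Medium – Tris buffer pH 7.5 with salts and BSA · Benchmarks – unlabeled CBFb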
p97 inhibitor = human p97 ATPase inhibition. P55072. recombinant p97 ATPase, Kinase-Glo ATP luminescence, 3 h. inhibition, % at 8 µM. 0.42% of 220,000 active. AID 1481; in the data active means inhibition above about 15%;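 further: 0% = DMSO vehicle and 100% = wells lacking enzyme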
RBBP9 inh = human RBBP9 hydrolase inhibition. 0.2% of 220,000 active. recombinant RBBP9, FP-Rh probe fluorescence polarization. inhibition, % at 7.94 µM. O75884;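 active means inhibition above the campaign mean of all tested compounds plus 3 SD, cut at about 14% in these data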;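 further: plate controls were DMSO wells with RBBP9 for no effect and wells lacking RBBP9 protein for full effect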
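Controls: DMSO-treated enzyme wells and wells lacking RBBP9 | Material: RBBP9 protein | Technique: Fluorescence polarization | Replication: Single well per compound, no replicates | Buffer or medium: Tris-NaCl-Pluronic buffer, pH 8.0 | Timing: 30 min compound preincubation, 45 min probe labeling, 25 °C | Read-out basis: Percent inhibition from mP, scaled between DMSO and no-protein wells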
p47phox inh = p47phox (human) inhibition; 0.53% of 220,000 active; inhibition, % at 24.7 µM; P14598; AID 1274; p47phox/p22phox peptide binding, fluorescence polarization, 2 h;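 active means inhibition above about 30%, limit read from the data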;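 further: 0% = p47phox with labelled peptide and 100% = labelled peptide alone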
Target sequence (P14598 whole entry, looked up): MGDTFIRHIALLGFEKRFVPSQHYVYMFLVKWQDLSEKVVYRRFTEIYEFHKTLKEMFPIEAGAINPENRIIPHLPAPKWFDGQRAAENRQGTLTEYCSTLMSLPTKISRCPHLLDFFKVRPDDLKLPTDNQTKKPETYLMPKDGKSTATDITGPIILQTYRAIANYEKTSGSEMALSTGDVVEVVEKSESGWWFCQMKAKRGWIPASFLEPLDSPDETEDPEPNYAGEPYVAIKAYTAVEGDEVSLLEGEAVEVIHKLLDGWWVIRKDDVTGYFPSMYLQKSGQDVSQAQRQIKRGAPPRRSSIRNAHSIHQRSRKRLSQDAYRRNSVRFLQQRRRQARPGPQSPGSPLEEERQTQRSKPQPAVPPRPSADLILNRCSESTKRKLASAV
Runt-SMMHC FRET = blocks binding of human RUNX1 Runt domain to CBFb-SMMHC. Q01196+Q13951. Cerulean-Runt/Venus-CBFb-SMMHC FRET ratio 530/480, 1 h. inhibition, % at 20 µM. 0.74% of 220,000 active. AID 1434;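 active means mean inhibition across duplicate retests at 20 µM reaching about 50%, limit read from the data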;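 further: 0% = DMSO wells and 100% = wells with excess untagged CBFb-SMMHC; inhibitors lower the FRET ratio by blocking Runt binding to CBFb-SMMHC; some results filed as inactive read as strong as hits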
m-calpain inh = inhibitors of pig calpain II; 0.37% of 220,000 active; inhibition, % at 16 µM; purified calpain II, fluorogenic peptide substrate, 30 min; AID 1236;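 active means inhibition above about 50%, limit read from the data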
Tb hexokinase = blocks Trypanosoma brucei hexokinase 1 activity; recombinant TbHK1, G6PDH-coupled NADH A340; inhibition, % at 10 µM; 0.11% of 220,000 active; AID 1430;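 active means inhibition of 50% or more in the single-dose primary screen; inactive means inhibition below 50%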
Furin inh = human furin inhibition; P09958; purified furin, fluorogenic substrate cleavage; inhibition, % at 30 µM; 0.061% of 220,000 active; in the data active means inhibition above about 25%; further: inactives centre near -15
Target sequence (P09958 108-714 limits assumed): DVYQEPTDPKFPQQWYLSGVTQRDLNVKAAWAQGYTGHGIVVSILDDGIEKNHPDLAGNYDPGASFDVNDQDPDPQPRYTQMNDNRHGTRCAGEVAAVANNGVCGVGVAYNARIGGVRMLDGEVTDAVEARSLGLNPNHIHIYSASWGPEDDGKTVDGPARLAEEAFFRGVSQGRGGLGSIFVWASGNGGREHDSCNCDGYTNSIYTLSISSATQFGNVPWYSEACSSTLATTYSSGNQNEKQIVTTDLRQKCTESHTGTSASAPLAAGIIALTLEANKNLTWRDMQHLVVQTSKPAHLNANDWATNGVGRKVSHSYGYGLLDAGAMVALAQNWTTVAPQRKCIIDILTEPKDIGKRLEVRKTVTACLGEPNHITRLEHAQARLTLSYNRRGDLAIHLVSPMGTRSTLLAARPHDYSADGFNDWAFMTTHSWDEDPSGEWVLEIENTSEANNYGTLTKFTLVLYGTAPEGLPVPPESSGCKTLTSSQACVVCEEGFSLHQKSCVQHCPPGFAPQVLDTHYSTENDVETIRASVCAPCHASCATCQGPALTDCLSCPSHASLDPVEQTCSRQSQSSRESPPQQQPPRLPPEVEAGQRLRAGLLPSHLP
EBV gp42 inh = EBV gp42 inhibition. 0.42% of 220,000 active. AID 1085. inhibition, % (tested at 21.74 µM). Fluorescence polarization binding assay, mP read-out; in the data active means inhibition above about 50%
* hit, by the source's call; . = not tested or not shown; [ ] = another dose, or the depositor's remark. The order is random; any-hit rate near 2.7%.

Below each SMILES – Runt-CBFb FRET, p97 inhibitor, RBBP9 inh, p47phox inh, Runt-SMMHC FRET, m-calpain inh, Tb hexokinase, Furin inh, EBV gp42 inh
COc1cnc(-c2ccccn2)[nH]c1=O
→ 3, 0, -2, -3, -3, 17, 12, -22, -10
CN1CCC(C(=O)N2CCCC(C(=O)c3ccc4c5c(cccc35)CC4)C2)CC1 (centres undefined)
→ 2, 0, -1, -1, -1, -338, -7, -14, 8
NC(=O)Cc1nc(-c2ccc([N+](=O)[O-])cc2)cs1
→ 1, 5, 3, -7, -7, -17, -29, -22, -15
O=C(Nc1ccc(Oc2ccccc2)cc1)c1ccco1
→ -2, 2, -3, -16, 0, 14, 1, -16[20 µM], 2
CCOC(=O)/C(C#N)=C/C1=C(N2CCOCC2)C(C)(C)OCC1
→ 3, 3, -3, -1, 5, 24, 0, -5, -6
O=C(CCC(=O)c1cccs1)Nc1ccc(F)c(F)c1F
→ 4, 2, 1, -18, -5, -49, -2, -11[20 µM], -2
CCc1ccccc1NC(=O)NC1CCCCC1
→ 4, -2, -11, -2, -8, -9, -4, -12[20 µM], -18
COc1ccc(CCC(=O)O)cc1OC
→ 0, -1, -7, -9, -2, -28, -13, -17, 0
Cc1c(C(=O)NNc2c(Cl)cccc2Cl)n(C)oc1=O
→ 1, 7, 3, 5, -4, -1, -12, -12, -8
CCN(CC)S(=O)(=O)c1cccc(-c2nnc(SCc3nnc(-c4cccs4)o3)n2N)c1
→ -3, 0, 1, -2, -2, -23, 0, -16, -4
CCCCNC(=S)NC1CCCC1
→ 2, 2, -2, -6, 1, 16, -2, -22, -7
COc1ccccc1NS(=O)(=O)c1cccc(C(=O)N/N=C/c2c(C)nn(-c3ccccc3)c2N2CCCC2)c1
→ -5, -1, -14, -16, -11, -102, 8, -5, -1
COc1ccc(-n2nnc3c(=O)n(Cc4cccc(C)c4)cnc32)cc1
→ -5, 3, -5, -8, 0, 15, 6, -16, 8
CC(C)c1cc(C(=O)Nc2sc3c(c2C#N)CCC3)no1
→ 2, 1, -5, -6, 8, -23, -1, -24, -12
Cc1cc(N)c(-n2cc3c(=O)n(C)c(=O)n(C)c3c2)cc1C
→ 2, -1, -1, 4, 1, -243, -6, -20, -7
CCN(CC)c1ccc(S(=O)(=O)N2CCOCC2)cc1NS(C)(=O)=O
→ -2, 5, 2, -18, 0, -19, 2, -12, -4
O=C(O)CCC(NC(=O)c1cncc(O)c1)C(=O)O (centres undefined)
→ -1, 1, 1, 1, 1, -163, -1, -15[20 µM], -1
CCOC(=O)c1c(N)sc2c1CCC(CC)C2 (centres undefined)
→ 7, -1, -2, -21, -2, -3, 1, -9[20 µM], 0
C/C(N)=C(/C#N)C(=O)COC(=O)C(NS(=O)(=O)c1ccc(Cl)cc1)C(C)O (centres undefined)
→ 1, 4, -1, -1, 0, -20, 5, -22, -13
CCOc1ccccc1NC(=O)c1cc(C(=O)c2cc(Br)ccc2O)coc1=N
→ -3, 25*, -18, -42, -9, -176, -9, -21, -4
COC(=O)c1c(NC(NC(=O)CC(C)C)C(Cl)(Cl)Cl)sc2c1CCC2 (centres undefined)
→ 7, 3, 1, -27, 2, 15, -2, -14, -18
O=C(Nc1nccs1)c1ccc(Br)c(S(=O)(=O)N2CCOCC2)c1
→ -4, -4, 1, 4, -1, -9, -12, -5[20 µM], -10
CCC1Cc2c(nc(N)c3c(N)nc(N4CCOCC4)c(C#N)c23)O1 (centres undefined)
→ 0, 4, -5, -14, -1, -472, -7, -14, -17
CC1=C(C(N)=O)C(c2sccc2C)n2nnnc2N1 (centres undefined)
→ 2, 2, -2, -15, -1, -15, -6, -19[20 µM], 7
CCOC(=O)c1c(NC(=S)Nc2ccc(OC)cc2)sc2c1CCC2
→ 10, 5, 0, -21, 1, 1, -9, -21, -14
CCN(CC)c1ccc(N=Nc2nn(C)c(C)c2[N+](=O)[O-])cc1
→ -4, -4, -4, -58, 5, 5, 27, 0, -16
CC(C)NC(=O)C(C)n1cccc1C(=O)c1ccccc1 (centres undefined)
→ -2, 4, -4, -12, -6, -18, -2, -23, -13
O=S(=O)(Oc1ccccc1N1CCCCC1)c1ccccc1
→ 2, 4, -4, -4, -3, 10, 4, -15, -11
CC1(C)CC(=O)c2c(O)cc(O)cc2O1
→ 0, 1, -10, -5, 0, 2, -23, -6[20 µM], -21
Clc1cc(Br)ccc1OCCOCCOc1cccc2cccnc12
→ -12, -1, -2, -16, -8, -1, -10, -13, -9

Looked up by compound from the list above:
Below each SMILES – Runt-CBFb FRET, p97 inhibitor, RBBP9 inh, p47phox inh, Runt-SMMHC FRET, m-calpain inh, Tb hexokinase, Furin inh, EBV gp42 inh
CN1CCC(C(=O)N2CCCC(C(=O)c3ccc4c5c(cccc35)CC4)C2)CC1 (centres undefined)
→ 2, 0, -1, -1, -1, -338, -7, -14, 8
CC(C)c1cc(C(=O)Nc2sc3c(c2C#N)CCC3)no1
→ 2, 1, -5, -6, 8, -23, -1, -24, -12
CCOC(=O)c1c(NC(=S)Nc2ccc(OC)cc2)sc2c1CCC2
→ 10, 5, 0, -21, 1, 1, -9, -21, -14
O=C(O)CCC(NC(=O)c1cncc(O)c1)C(=O)O (centres undefined)
→ -1, 1, 1, 1, 1, -163, -1, -15[20 µM], -1
O=C(Nc1nccs1)c1ccc(Br)c(S(=O)(=O)N2CCOCC2)c1
→ -4, -4, 1, 4, -1, -9, -12, -5[20 µM], -10
O=C(CCC(=O)c1cccs1)Nc1ccc(F)c(F)c1F
→ 4, 2, 1, -18, -5, -49, -2, -11[20 µM], -2
CC1(C)CC(=O)c2c(O)cc(O)cc2O1
→ 0, 1, -10, -5, 0, 2, -23, -6[20 µM], -21

(cont.)
Below each SMILES – Runt-CBFb FRET, p97 inhibitor, RBBP9 inh, p47phox inh, Runt-SMMHC FRET, m-calpain inh, Tb hexokinase, Furin inh, EBV gp42 inh
c1cc(-c2nnc3sc(C4CCCCC4)nn23)ccn1
→ -3, 4, 5, -6, 3, -8, 3, -14, 1
COc1cccc(-n2nnc3c(=O)n(CC(=O)NCC4CCCO4)cnc32)c1 (centres undefined)
→ 0, -6, -3, -9, -2, -46, 0, -5, 4
C[C@@H]1CC[C@]2(O[C@@H](CCO)C[C@H](O)[C@H]2O)O1
→ -1, -4, -11, 5, -2, 16, 5, -20, 7
CCOc1ccc(C(=S)N2CCOCC2)cc1OC
→ 2, 0, 2, -16, 0, -15, -3, -10[20 µM], 4
O=S(Cc1ccc(Br)cc1)Cc1nnc(SCc2ccc(Br)cc2)n1-c1ccccc1 (centres undefined)
→ -4, -4, -5, -1, -1, 18, 6, -14, -4
Nc1nc(SCC(=O)N2CCc3ccccc32)[nH]c(=O)c1-c1ccccc1
→ -1, 10, 6, -7, -6, 7, 6, -23[20 µM], -23
O=C(Nc1cc2c(cc1Cl)OCCO2)c1ccco1
→ -1, 1, -10, -5, 1, 28, 6, -13[20 µM], -7
O=C(CN(Cc1ccco1)C(=O)CCC(=O)Nc1ccccn1)NCCc1ccccc1
→ 2, 0, 0, -4, -1, 0, -1, -20, -13
O=CN1CCN(C(=O)CN2C(=O)c3ccccc3C2=O)CC1
→ 0, 0, 4, -14, 0, 4, -4, 6, -16
Cc1cc(C(=O)COc2ccc([N+](=O)[O-])cc2)c(C)n1C1CC1
→ 2, -4, -13, -13, 2, -16, -15, -7, -13
CCOC(=O)c1ccc(CNC(=O)Cn2nnc(-c3cccc(C)c3)n2)o1
→ 0, 1, -6, 4, 2, 4, 4, -18, -5
CC(Sc1n[nH]c(N)n1)c1nc2scc(-c3cccs3)c2c(=O)[nH]1 (centres undefined)
→ 3, 0, -8, -6, -5, 2, 0, -7[20 µM], -20
CCOc1ccc(-n2c(SCC(=O)Nc3ccccc3CC)nc3n[nH]c(C)c3c2=N)cc1
→ -4, -6, -9, -2, -7, -189, -4, -28, 4
Cc1cccn2c(=O)c(C=O)c(NCc3ccccc3)nc12
→ -2, 2, -6, -6, -2, -35, -10, -13, -13
CC1=NNC(=O)C1CC(=O)N/N=C/c1cccs1 (centres undefined)
→ 1, 4, -2, -8, 2, -9, -23, -14, -18

Some of these compounds in order of the Runt-SMMHC FRET value, smallest number first:
Below each SMILES – Runt-CBFb FRET, p97 inhibitor, RBBP9 inh, p47phox inh, Runt-SMMHC FRET, m-calpain inh, Tb hexokinase, Furin inh, EBV gp42 inh
O=S(Cc1ccc(Br)cc1)Cc1nnc(SCc2ccc(Br)cc2)n1-c1ccccc1 (centres undefined)
→ -4, -4, -5, -1, -1, 18, 6, -14, -4
CC1=NNC(=O)C1CC(=O)N/N=C/c1cccs1 (centres undefined)
→ 1, 4, -2, -8, 2, -9, -23, -14, -18
c1cc(-c2nnc3sc(C4CCCCC4)nn23)ccn1
→ -3, 4, 5, -6, 3, -8, 3, -14, 1

(list continues)
Below each SMILES – Runt-CBFb FRET, p97 inhibitor, RBBP9 inh, p47phox inh, Runt-SMMHC FRET, m-calpain inh, Tb hexokinase, Furin inh, EBV gp42 inh
CCN(CC)c1ccc(-n2c(O)c(C=C3N=c4ccccc4=N3)sc2=S)cc1
→ -3, 3, -10, -8, 1, 21, -19, -19, -6
Cc1cc(NC(=O)CSc2nnc(Nc3ccccc3F)s2)no1
→ 1, 0, -3, -7, 1, -39, 0, -21, 6
N/C(=N\OS(=O)(=O)c1ccc2ccccc2c1)c1ccccn1
→ 2, 7, 9, -5, 1, -52, -7, -16, -5
CCOC(=O)C1(CC)CC(CSc2nc3ccccc3[nH]2)OC1=O (centres undefined)
→ 0, 7, -3, 1, 2, 25, 3, -34, -2
COc1ccccc1Nc1nc(Cl)nc(NC(C)(C)C)n1
→ -2, 3, 3, -7, 0, -12, 1, -6, -1
CCC(=O)NC(c1ccccc1OC)c1ccc2cccnc2c1O (centres undefined)
→ 2, -1, -5, -9, 3, -20, 5, -7[20 µM], -13
COc1ccc(NC(=O)c2csc(Cc3ccc(Cl)cc3)n2)cc1
→ 0, 4, -8, -10, -4, 16, 5, -18, -6
Cc1cccc(C(C)(C)C)c1OCCOCCN1CCCC1
→ 0, -1, 0, 0, 2, -6, 0, -25, -8
O=C(N/N=C/c1ccc2ncccc2c1)c1cc(-c2cccs2)nc2ccccc12
→ -6, 12, 0, -24, -10, -33, -20, -12, -16
Cc1cc(C(=O)NCc2ccccc2F)cs1
→ -1, 12, 0, -5, -6, 11, -5, 15[20 µM], -13
Cc1ccc(S(=O)(=O)NNC(=O)CCC(=O)Nc2ccc(C)c(C)c2)cc1
→ -2, 1, 3, -5, -6, 20, -1, -10[20 µM], -9
C/C(=N\NC(=O)c1ccc([N+](=O)[O-])cc1Cl)c1ccccc1
→ 1, 4, -11, -4, -3, -28, 0, -29, -13
Cc1cccn2c(=O)c3cc(C#N)c(=N)n(CCN4CCOCC4)c3nc12
→ 76*, 3, -8, -8, 94*, -484, -5, -23[20 µM], -20
CCCCS(=O)(=O)NC1=NCN(CC)CN1
→ 3, -3, -4, -3, -4, -17, 7, -15, 0
Cc1ccccc1C(=O)Oc1cccc(Nc2ncnc3ccccc23)c1
→ ., -4, -37, ., ., ., -14, -2[20 µM], .

p97 inhibitor, hit marks shown above
Below each SMILES – Runt-CBFb FRET, p97 inhibitor, RBBP9 inh, p47phox inh, Runt-SMMHC FRET, m-calpain inh, Tb hexokinase, Furin inh, EBV gp42 inh
CCOc1ccccc1NC(=O)c1cc(C(=O)c2cc(Br)ccc2O)coc1=N
→ -3, 25*, -18, -42, -9, -176, -9, -21, -4

Assay outcomes (PubChem)
